Assay outcomes as filed in PubChem BioAssay.
ssDAF-12 act = activates DAF-12 receptor from parasite S. stercoralis; HEK293 ssDAF-12/GRIP1 lit1-tk-luc reporter, luminescence; % of 3 µM dafachronic acid response; activation, % at 6.8 µM; actives 1% (n = 370,000);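 active means activation above the mean over all tested compounds plus 3 SD, cut at about 0.9% in these data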;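 further: 0% = DMSO-only wells and 100% = 3 µM delta7-dafachronic acid wells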
hcDAF-12 act = H. contortus DAF-12 activation, primary screen | HEK293 hcDAF-12 lit1-tk-luc reporter, luminescence; 0% DMSO, 100% Δ7-dafachronic acid | actives 1.4% (n = 370,000) | activation, % at 6.8 µM;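 active means activation above the mean of all tested compounds plus 3 SD, cut at about 5.5% in these data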;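 further: 100% = response to 3 µM Δ7-dafachronic acid high control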
PG9 binder = binds the HIV-1 gp120 antibody PG9; TR-FRET gp120-PG9 antibody binding; inhibition, % at 6.7 µM; actives 0.43% (n = 360,000); AID 624416; in the data active means inhibition above about 8.5%
hgDAF12 agonist = agonists of H. glycines DAF-12 nuclear receptor | AID 687014 | HEK293 GAL4-hgDAF12 UAS-luciferase reporter, agonist luminescence; normalized to butyrate control | activation, % at 6.8 µM | actives 1.8% (n = 370,000);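 active means activation above a cutoff set at the mean of all screened compounds plus 3 SD, cut at about 10% in these data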;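 further: 0% = DMSO wells and 100% = sodium butyrate wells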
SMARCA2 activ = SMARCA2 function activation, primary screen; MG213 cells, MMTV-luciferase reporter, dexamethasone, overnight; activation, % at 9.1 µM; actives 1% (n = 370,000); in the data active means activation above about 7.8%;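 further: 0% = vehicle wells and 100% = reference activator wells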
DAX1 inh-1 = inhibitors of DAX1 repression of SF-1 activated StAR promoter; actives 1.1% (n = 370,000); AID 652010; inhibition, % at 6.8 µM; HEK293T StAR-luciferase reporter, SF-1/DAX-1 repression relief;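 active means inhibition above the mean over all tested compounds plus 3 SD, cut at about 3.6% in these data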;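 further: 0% = DAX-1 cells with DMSO and 100% = cells lacking DAX-1 with DMSO; higher inhibition means more luminescence from relief of DAX-1 repression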
GAA850 FXN act = increases GAA850 frataxin promoter reporter activity. HEK293 lucGAA850 FXN promoter luciferase reporter, 24 h; percent of 10 µM SAHA response. activation, % at 6 µM. actives 0.56% (n = 360,000). AID 540364;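 active means activation above the average of all compounds screened plus 3 SD, cutoff fixed separately per campaign, cut at about 7.5% in these data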;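 further: 0% = DMSO wells and 100% = 10 µM SAHA wells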
ADAM10 inh = ADAM10 inhibition, QFRET primary screen. O14672. recombinant ADAM10, EDANS/DABCYL FRET peptide cleavage, 3 h. inhibition, % at 7 µM. actives 0.62% (n = 370,000). AID 720582;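 active means inhibition above a per-campaign cutoff equal to the mean of compounds falling between control-based bounds plus 3 SD, cut at about 20% in these data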;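 further: 0% = DMSO wells while the 100% control is not disclosed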
NPR1 activator = GC-A (human) enzyme activation | activation, % at 10 µM | actives 0.14% (n = 370,000) | HEK293 GC-A cells, cGMP TR-FRET, EC30 ANP; 0% at EC30 ANP, 100% saturating ANP | P16066 | AID 1671463; in the data active means activation above about 40%
Target sequence (P16066 whole entry, looked up): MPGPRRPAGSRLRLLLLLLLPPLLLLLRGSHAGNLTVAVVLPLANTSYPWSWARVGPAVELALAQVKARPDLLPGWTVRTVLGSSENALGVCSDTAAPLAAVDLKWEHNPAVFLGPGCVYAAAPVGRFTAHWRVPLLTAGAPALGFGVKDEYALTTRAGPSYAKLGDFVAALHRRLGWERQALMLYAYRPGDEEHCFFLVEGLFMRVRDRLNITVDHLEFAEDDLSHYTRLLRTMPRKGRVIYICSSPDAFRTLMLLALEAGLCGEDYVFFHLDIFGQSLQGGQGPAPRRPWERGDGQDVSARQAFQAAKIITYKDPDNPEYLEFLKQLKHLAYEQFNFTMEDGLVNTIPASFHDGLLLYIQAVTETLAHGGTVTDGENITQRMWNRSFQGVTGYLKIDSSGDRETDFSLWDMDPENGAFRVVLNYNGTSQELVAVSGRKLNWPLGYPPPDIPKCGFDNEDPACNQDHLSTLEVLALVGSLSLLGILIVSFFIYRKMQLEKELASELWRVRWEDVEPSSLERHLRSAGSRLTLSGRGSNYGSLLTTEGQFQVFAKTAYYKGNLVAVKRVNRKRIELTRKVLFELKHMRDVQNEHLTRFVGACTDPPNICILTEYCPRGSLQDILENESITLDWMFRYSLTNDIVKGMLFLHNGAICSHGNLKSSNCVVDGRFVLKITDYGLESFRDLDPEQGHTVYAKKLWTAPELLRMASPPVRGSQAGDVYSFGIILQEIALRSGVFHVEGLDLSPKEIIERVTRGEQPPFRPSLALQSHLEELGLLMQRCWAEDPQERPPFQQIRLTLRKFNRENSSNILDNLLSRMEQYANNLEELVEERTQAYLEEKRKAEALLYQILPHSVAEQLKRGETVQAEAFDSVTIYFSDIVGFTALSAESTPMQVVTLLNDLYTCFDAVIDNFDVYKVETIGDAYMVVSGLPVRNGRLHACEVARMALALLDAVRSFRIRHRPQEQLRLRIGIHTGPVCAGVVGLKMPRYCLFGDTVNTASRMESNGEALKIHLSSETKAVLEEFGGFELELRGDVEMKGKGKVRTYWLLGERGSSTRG
ADAM17 inh = ADAM17 inhibition, QFRET primary screen. AID 720648. actives 0.83% (n = 370,000). recombinant ADAM17, EDANS/DABCYL FRET peptide cleavage. inhibition, % at 6.95 µM;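 active means inhibition above the mean of compounds lying between control limits plus 3 SD, set per campaign, cut at about 8.5% in these data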;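 further: 0% = DMSO-only wells as the low control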
DAX1 inh-2 = inhibits human nuclear receptor DAX1; HEK293 Gal4-DAX1 luciferase reporter, luminescence; inhibition, % at 6.75 µM; P51843; actives 0.99% (n = 340,000); AID 504766;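 active means inhibition above the mean over all tested compounds plus 3 SD, cut at about 4.2% in these data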;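 further: 0% = DAX1-transfected cells with DMSO and 100% = empty-vector control cells with DMSO; inhibition shows as a rise in luminescence from relieved DAX1 repression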
* hit, by the source's call; i = inactive; · = no result given.

No.	Structure	ssDAF-12 act	hcDAF-12 act	PG9 binder	hgDAF12 agonist	SMARCA2 activ	DAX1 inh-1	GAA850 FXN act	ADAM10 inh	NPR1 activator	ADAM17 inh	DAX1 inh-2
1	C[C@]12C(=O)N(c3ccc(C(F)(F)F)cc3)C(=O)N1[C@H]1c3ccccc3OC[C@@H]1[C@H]2c1ccccc1	-1.4	-0.1	0.2	-1.2	0.4	-0.3	-3.1	3.3	1.3	2.6	-1.1
2	CCC(=O)c1ccc(NC(C)=O)cc1O	-1.1	-1.3	-0.9	0.2	-0.2	0.1	0.1	2.8	-2.6	-0.8	4.0
3	C#CCSc1nnnn1-c1ccc(OCC)cc1	-1.9	-1.9	-4.5	2.8	-5.3	-0.4	0.3	3.5	4.8	2.9	1.6
4	O=C(NCc1ccncc1)C1CCCN1S(=O)(=O)c1ccc(Cl)cc1 (stereo not given)	-1.0	0.7	-2.4	0.7	-0.3	-1.5	-0.2	-10.8	-1.1	-0.4	-0.8
5	CSc1nnc(NC(=O)c2ccc(S(=O)(=O)N(C)C)cc2)s1	-0.7	-1.0	-2.1	4.2	1.7	0.1	3.4	-4.0	-0.2	0.1	-0.9
6	O=C(CSc1nc2ccccc2[nH]1)Nc1cccc(S(=O)(=O)N2CCOCC2)c1	-1.7	-1.9	-0.8	-0.6	0.0	-0.6	-0.9	4.4	-3.2	1.1	1.7
7	N=c1c(C(=O)NCC2CCCO2)cc2c(=O)n3ccccc3nc2n1Cc1ccco1 (stereo not given)	-0.9	1.4	-2.9	0.7	0.3	-0.2	0.8	i	2.9	-246.0	-0.8
8	O=C(Cn1nc(C(F)F)cc1C(F)F)NNC(=S)Nc1ccc([N+](=O)[O-])cc1	0.2	2.1	-0.7	2.6	-1.4	-0.2	3.6	21.5*	4.9	4.7	-0.3
9	COc1cc(NC(=S)N2CCN(C(=O)C3CCCO3)CC2)c(OC)cc1Cl (stereo not given)	-1.7	-0.1	2.6	2.9	-2.6	0.2	1.6	-1.0	2.6	-3.7	0.9
10	COCCCN1C(=O)c2[nH]nc(-c3ccccc3O)c2C1c1ccc(Cl)cc1 (stereo not given)	-1.7	-2.0	-0.1	-0.4	-3.4	0.5	-14.2	15.4	-30.6	4.7	2.6
11	CCOCCCNC(=O)C(c1ccc(Cl)cc1)N1CCN(c2ccccc2)CC1 (stereo not given)	-1.5	-0.2	0.0	-1.0	1.3	-0.2	-3.4	-3.8	-9.7	1.0	0.5
12	Cc1ccc(S(=O)(=O)N2CCC(C(=O)C3C(=O)CC(C)(C)CC3=O)CC2)cc1	-1.3	-1.0	-0.3	0.0	-1.3	0.6	0.9	9.3	-3.9	2.2	1.1
13	CCCn1c(SC(C(=O)Nc2cccc(OC)c2)c2ccccc2)nc2ccccc2c1=O (stereo not given)	-1.2	-1.2	2.7	0.9	-5.0	0.1	-0.2	-1.5	0.2	-0.5	0.2
14	CCOC(=O)c1cnc(SCCc2ccccc2)nc1N	1.4*	5.4	2.0	16.0*	2.6	4.5*	7.5	2.4	9.2	7.4	2.9
15	N#CC(c1ccccc1)C(CC(=NO)c1ccccc1)c1ccccc1 (stereo not given)	-1.1	-0.6	-1.0	-3.1	-2.2	-0.4	-1.5	16.8	-11.6	7.3	-0.5
16	CCC(Oc1ccccc1)C(=O)Nc1ccc(S(=O)(=O)N2CCOCC2)cc1 (stereo not given)	-1.2	0.0	0.7	-3.0	-3.2	-0.2	2.0	-4.1	0.9	-2.9	0.1

Complete entries from above. Order of screens: ssDAF-12 act	hcDAF-12 act	PG9 binder	hgDAF12 agonist	SMARCA2 activ	DAX1 inh-1	GAA850 FXN act	ADAM10 inh	NPR1 activator	ADAM17 inh	DAX1 inh-2
N#CC(c1ccccc1)C(CC(=NO)c1ccccc1)c1ccccc1 (stereo not given) reads -1.1	-0.6	-1.0	-3.1	-2.2	-0.4	-1.5	16.8	-11.6	7.3	-0.5
CCOCCCNC(=O)C(c1ccc(Cl)cc1)N1CCN(c2ccccc2)CC1 (stereo not given) reads -1.5	-0.2	0.0	-1.0	1.3	-0.2	-3.4	-3.8	-9.7	1.0	0.5

Next compounds
No.	Structure	ssDAF-12 act	hcDAF-12 act	PG9 binder	hgDAF12 agonist	SMARCA2 activ	DAX1 inh-1	GAA850 FXN act	ADAM10 inh	NPR1 activator	ADAM17 inh	DAX1 inh-2
17	CC1CN(C(=O)Nc2ccc3c(c2)OCO3)CC(C)O1 (stereo not given)	-0.9	-0.5	-0.9	4.9	4.5	1.1	-1.2	0.4	1.8	-1.6	2.9
18	COc1ccc2cc(C(=O)NCCc3ccccc3)[nH]c2c1	-1.0	-0.3	0.7	4.9	-0.7	0.5	5.1	-6.9	-5.2	-4.2	1.0
19	COc1nc(/C=C/N(C)C)c([N+](=O)[O-])c(OC)n1	-1.2	-1.1	-2.1	1.6	-1.8	-0.9	0.7	-5.8	-0.1	-3.4	-0.9
20	CC(C)Cc1nnc(NC(=O)CCC(=O)N2CCN(Cc3ccc(F)cc3)CC2)s1	-1.5	1.1	1.2	-1.6	-1.0	-2.9	0.3	3.9	2.3	-3.8	-0.3
21	Clc1ccc(CSc2nnc(CNc3cccc(Cl)c3)o2)cc1	-1.1	-0.4	-0.6	3.5	0.4	0.1	1.8	19.8*	-6.0	5.0	0.1
22	O=C(CNCc1ccccn1)Nc1cc(S(=O)(=O)N2CCCCC2)ccc1Cl	-1.2	-1.7	0.6	-7.0	-3.4	-0.4	-0.4	-5.8	5.0	-2.5	-0.5
23	Cn1c(SC2CCCC2)nnc1-c1ccco1	-0.8	1.4	·	4.3	-0.1	0.9	·	-8.3	6.7	2.4	·
24	Cc1csc(NC(=O)CS(=O)(=O)c2ccccc2)n1	-1.6	0.7	0.1	3.4	3.1	-0.1	1.8	0.6	2.0	-7.5	-0.5
25	CCOC(=O)c1c(NC(=O)CSc2cn(CC)c3ccccc23)sc2c1CCC2	-1.2	0.7	0.4	-0.5	-1.4	-1.0	0.6	-6.5	-1.5	2.6	0.5
26	Cn1cnc(S(=O)(=O)N2CCCCC2c2cc(C(=O)NCc3ccc(F)cc3)no2)c1 (stereo not given)	-1.2	-0.1	-1.6	1.6	-2.6	1.4	-0.1	-3.2	3.3	-3.0	·
27	O=C(NCc1cccnc1)c1ccccc1CCc1ccccc1	-1.5	-0.9	1.5	-0.4	-2.8	-0.4	0.2	3.1	-1.6	-3.3	-1.0
28	Cc1cccc(OCc2n[nH]c(=S)n2Cc2ccccc2)c1	-1.9	-0.6	0.6	1.7	-3.4	0.3	1.4	2.9	1.9	-1.6	-0.1
29	Cc1cc(C)n2cc(CSc3ccc(Br)cc3)nc2n1	-1.6	1.5	-0.5	1.8	-4.5	1.1	0.7	-66.5	-0.3	-28.4	-1.0
30	CCOC(=O)C1CCCN(C(=O)c2sc(-c3ccccc3)nc2C)CC1 (stereo not given)	-1.3	-1.3	-0.9	-2.4	4.7	0.8	0.8	-1.1	1.7	2.5	·
31	COc1ccc(NC(=O)CSc2nnnn2-c2ccc(F)cc2)cc1	-1.4	-2.0	0.8	0.6	-1.2	-0.4	1.4	-3.8	6.8	-0.8	0.9
32	CC1(C(=O)NS(=O)(=O)c2cccc(OC(F)F)c2)CCN1C(=O)COc1ccc(Cl)cc1 (stereo not given)	-1.2	-0.5	-0.8	-0.9	1.5	0.8	0.9	-9.3	-0.3	-0.3	·
33	Cc1ccc(S(=O)(=O)N2CCc3cc4c(cc3C2C)OCCCO4)cc1 (stereo not given)	-0.7	-0.8	-2.0	-1.2	-2.9	-0.6	1.5	-12.4	-2.1	-4.0	-0.3
34	CCCCNC(=O)NS(=O)(=O)c1ccc(C(=O)OC)o1	-1.0	0.7	-2.4	0.8	2.2	0.3	2.0	0.1	-3.1	-2.5	1.1
35	CCOC(=O)C1(CCc2ccccc2)CCN(Cc2nccn2CC)CC1	-1.4	-3.3	-2.2	-2.5	1.1	-1.1	1.6	6.3	5.3	0.5	-0.5
36	COC(=O)[C@H](C(C)C)N(CCc1cn(Cc2ccc(C)cc2)nn1)S(=O)(=O)c1ccc(F)cc1Br	-1.7	3.9	·	1.5	-3.0	0.3	·	14.1	0.5	6.3	·
37	Cn1c(=O)c2c(n(Cc3ccccc3)c1=O)NC(=O)C2CC(=O)O (stereo not given)	-0.8	-0.1	-0.2	0.2	-0.5	0.2	-0.5	-4.1	2.7	-3.1	0.1
38	COC(=O)C1=CN(c2cccc(C)c2)C=C(C(=O)OC)C1c1cc(OC)c(O)c([N+](=O)[O-])c1	-1.1	-1.4	0.0	-0.7	-1.6	0.8	1.8	-12.5	8.0	-3.1	0.4
39	CN(C)S(=O)(=O)Nc1ccc2c(c1)Cc1ccccc1-2	-0.7	3.0	1.3	1.1	2.4	0.2	3.3	-8.1	7.2	-4.6	1.7
40	COc1ccc(NC(=O)CN2C(=O)NC(C)(C3CC3)C2=O)c(OC)c1 (stereo not given)	-1.3	-1.0	3.5	-1.2	1.0	0.0	2.0	-6.6	2.5	-0.2	0.1
41	COc1ccc(NC2=Nc3ccccc3CC2)cc1	-0.2	2.8	0.7	10.6*	5.7	3.1	1.5	1.8	0.1	-5.7	2.2
42	O=C(C1CCN(S(=O)(=O)c2cccc3cccnc23)CC1)N1CCN(Cc2ccccc2)CC1	-0.8	-0.6	-0.8	-1.1	-1.3	-0.6	-0.6	-12.6	1.4	-2.8	-1.9
43	CCn1c(SCC(=O)Nc2cccc(C)c2)nc2ccccc2c1=O	-1.2	-2.5	-3.3	0.7	-2.0	0.2	-0.6	-1.8	-6.1	-2.9	-0.3
44	COc1cc(/C=N/NC2=NS(=O)(=O)c3ccccc32)ccc1OC(C)=O	-1.3	0.9	0.0	0.9	-2.4	0.2	-3.4	1.3	-1.8	1.6	0.4
45	COC(=O)C(CC(C)C)NC(=O)c1ccc(F)cc1 (stereo not given)	-1.5	1.7	-1.6	0.9	-1.3	0.1	4.1	-8.4	0.4	-2.8	0.8
46	Cc1ccc(N(C)S(=O)(=O)c2c(C)noc2/C=C/N(C)C)cc1	-1.5	0.6	2.4	0.2	-2.2	-0.4	0.0	12.2	-1.6	2.4	0.7
47	CCCCC1NC(C(=O)O)CS1 (stereo not given)	-1.2	0.2	-0.3	1.3	-2.0	0.8	-1.5	-10.5	1.6	-2.3	2.4
48	CC1=CC2=NC(=O)/C(=C\c3cc(C)n(-c4cccc(Cl)c4)c3C)C(=N)N2O1	-0.6	1.0	-0.6	-3.2	9.1*	-0.8	3.2	-0.9	-3.7	4.5	-2.8
49	CC(OC(=O)CCCNC(=O)c1ccc(Cl)cc1)C(=O)N(C)Cc1ccccc1 (stereo not given)	-1.2	-2.0	0.6	-0.9	-2.1	-1.8	-0.9	3.0	-3.1	-5.9	0.8
50	CC1CCCCC1NC(=O)c1ccc(S(=O)(=O)N2CCCC2)cc1 (stereo not given)	0.2	-1.4	-0.6	-1.7	-2.2	0.0	2.8	0.9	4.0	-3.0	0.0
51	COC(=O)[C@H]1C[C@@]2(O)CN(S(=O)(=O)c3ccc(C)cc3)C[C@@]2(OC(=O)Nc2c(C)noc2C)C[C@H]1C(=O)OC	-1.0	0.1	-0.5	-2.2	-2.3	1.6	-0.6	-4.2	-0.2	0.2	-0.1

Values in list order from above:
ssDAF-12 act for nos. 41 to 51, in order: -0.2, -0.8, -1.2, -1.3, -1.5, -1.5, -1.2, -0.6, -1.2, 0.2, -1.0
